Source: PubChem
Myeloid diff 2: promotes myeloid progenitor differentiation | calls only at 10 µM | 360,000 compounds, 1% hits | ER-HoxA9 myeloid progenitors, lysozyme-GFP differentiation, flow cytometry | AID 624256;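 active = normalized GFP-positive differentiation at or above the plate's own cutoff, the solvent-only control mean plus 3 SD; inconclusive = no clear call, values can overlap the other calls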;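 also: cells exposed to compound for four days before flow analysis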
Rac1 GTP hydrolysis: MgcRacGAP GTPase-activating activity inhibitors, confirmation, biochemical, ADP Hunter fluorescence | MgcRacGAP-stimulated Rac1 GTP hydrolysis, ADP Hunter fluorescence; higher % means a stronger effect; GST-tagged Rac1 F28L mutant substrate | inhibition, % at 30 µM; hits with a dose series show IC50 in µM | 340,000 compounds, 0.6% hits | AID 624330;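 active = first-screen hits whose inhibition reached a set limit at any dose in the follow-up dose series; inconclusive = inhibition above the set first-screen limit but never retested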;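 also: fluorescence reports GDP produced by GAP-driven GTP hydrolysis; strong numbers were not always called active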
GPR35 antagonists: GPR35 antagonists blocking zaprinast-driven arrestin recruitment, primary screen, imaging, U2OS, beta-arrestin-GFP, zaprinast agonist (AID 2058). U2OS GPR35 beta-arrestin-GFP translocation imaging, zaprinast antagonism; higher % means a stronger effect. inhibition, % at 10 µM, or IC50 in µM where a hit was titrated. 290,000 compounds, 0.052% hits;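 active = inhibition of at least 50% with at least 30 cells and total cytoplasm GFP at most 10,000,000; inconclusive = under 30 cells or total GFP of 10,000,000 plus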
HIV fusion peptide: cell-free HIV fusion peptide-binding blockers – biochemical, uHTS, fluorescence dequenching, primary screen (AID 1986). cell-free peptide binding, fluorescence dequenching, 30 min; higher % means a stronger effect. one-dose inhibition, % at 20 µM; IC50 in µM for titrated hits. 290,000 compounds, 0.3% hits; in the data active = inhibition mostly above about 52%, no sharp cut-off; inactive = mostly below about 76%; also: some results filed as inactive read as strong as hits
GPR55 antagonists: inhibition of LPI-stimulated GPR55 beta-arrestin translocation – imaging, U2OS, beta-arrestin-GFP, LPI agonist, primary screen (AID 2013); U2OS GPR55 beta-arrestin-GFP translocation imaging, LPI antagonism; higher % means a stronger effect; inhibition, % at 10 µM; hits with a dose series show IC50 in µM; 290,000 compounds, 0.13% hits;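 active = spots per cell inhibited over 60%, with over 100 cells counted and total cytoplasm intensity under 500,000; inconclusive = wells with under 100 cells, flagged as likely toxic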;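 also: U2OS cells stably carrying GPR55 and arrestin-GFP stimulated by 5 µM LPI near EC80; imaged beta-arrestin-GFP aggregate spots per cell after agonist stimulation; plate controls were LPI-stimulated DMSO wells for no effect and DMSO wells without LPI for full effect; some results filed as inactive read as strong as hits; confirmed hits need IC50 under 10 µM and bright autofluorescent wells are also inconclusive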
Salmonella PhoP GFP: PhoP-dependent GFP reporter repression – Salmonella Typhimurium, primary screen (AID 1863). S. Typhimurium PhoP-regulated promoter GFP reporter, 4 h; higher % means a stronger effect. inhibition, % at 50 µM; hits with a dose series show IC50 in µM. 300,000 compounds, 0.16% hits;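 active = inhibition over 29.93%, a cutoff 3 SD above the screen mean, later confirmed by dose response; inconclusive = inhibition over 29.93% but no dose response follow-up; inactive = inhibition at most 29.93% or unconfirmed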;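 also: 0% = low Mg2+ inducing control and 100% = high Mg2+ repressing control; strong numbers were not always called active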
SIAH1 antagonists: blockers of Siah-1 interaction with plectin peptide – biochemical, fluorescence polarization, rhodamine-plectin, uHTS, primary screen (AID 1817); Siah-1 / rhodamine-plectin peptide fluorescence polarization; higher % means a stronger effect; one-dose displacement, % at 20 µM; IC50 in µM for titrated hits; 290,000 compounds, 0.02% hits;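 active = displacement of at least 50% at 20 µM, with a fluorescence ratio check between 0.3 and a set limit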;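 also: plate controls were Siah plus tracer with DMSO for no effect and tracer alone without Siah for full effect; strong numbers were not always called active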
NTR1 ag: agonists of NTR1, primary screen, imaging, U2OS cells, beta-arrestin-GFP, high content (AID 493036); P30989; NTR1-U2OS beta-arrestin-GFP spot imaging, agonist mode; 330,000 compounds, 0.17% hits; activation, % at 20 µM;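 active = activation at or above 40% of the spot to cytoplasm intensity ratio, with at least 20 cells analyzed; inconclusive = wells under 20 cells, flagged as cytotoxic or low count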;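 also: 0% = DMSO without peptide and 100% = 100 nM NTR1 peptide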
Target sequence (P30989 whole entry, looked up): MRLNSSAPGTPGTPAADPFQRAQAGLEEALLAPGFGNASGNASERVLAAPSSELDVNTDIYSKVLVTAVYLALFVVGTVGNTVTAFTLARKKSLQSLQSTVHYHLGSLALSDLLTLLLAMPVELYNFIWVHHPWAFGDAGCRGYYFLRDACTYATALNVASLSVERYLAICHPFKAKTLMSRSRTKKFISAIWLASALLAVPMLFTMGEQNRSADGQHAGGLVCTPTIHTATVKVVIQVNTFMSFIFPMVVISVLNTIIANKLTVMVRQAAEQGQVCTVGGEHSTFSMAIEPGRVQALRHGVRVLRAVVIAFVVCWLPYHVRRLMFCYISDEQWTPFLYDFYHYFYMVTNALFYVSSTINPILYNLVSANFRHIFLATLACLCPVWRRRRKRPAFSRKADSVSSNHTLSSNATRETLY
LYP phosphatase: PTPN22 lymphoid phosphatase activity blockers – biochemical, fluorescence intensity, uHTS (AID 1779); inhibition, % at 11.5 µM; hits with a dose series show IC50 in µM; recombinant LYP phosphatase, fluorescence intensity; higher % means a stronger effect; 290,000 compounds, 0.054% hits; in the data active = inhibition above about 50%;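 also: plate controls were vehicle with enzyme for no effect and no enzyme for full effect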
NTR1 ag cell count 20 µM: second read-out of NTR1 ag, no call of its own (marks repeat the call); cell count; measured here: cell count, cytotoxicity flag
Myeloid diff 2 GFP+ MAC1+ %: further read-out of Myeloid diff 2, marked with its call; GFP+ MAC1+ double positive, %; measured here: differentiation confirmed by MAC1 staining
The depositor's hits bear a star; i = inactive; ? = inconclusive; . = not tested or not shown.

SMILES	Myeloid diff 2	Myeloid diff 2 GFP+ MAC1+ %	Rac1 GTP hydrolysis	GPR35 antagonists	HIV fusion peptide	GPR55 antagonists	Salmonella PhoP GFP	SIAH1 antagonists	NTR1 ag	NTR1 ag cell count 20 µM	LYP phosphatase
COC(=O)C(C)N(c1ccc(C)cc1)S(=O)(=O)c1c(C)[nH]c(=O)[nH]c1=O (configuration not stated)	i	1.5	-1%	-1%	-0.7%	-2%	-4%	4%	0.0	53	-5%
COC(=O)c1c(C)[nH]c(C(=O)CSc2nnnn2-c2ccccc2)c1C	i	0.7	14%	-6%	2.1%	2%	-1%	1%	1.3	38	-1%
COc1ccc(NC(=S)N2CCN(C(=O)C3CCCO3)CC2)cc1 (configuration not stated)	i	0.4	4%	7%	0.8%	-6%	4%	2%	-0.7	78	-9%
COc1ccc(CC(=O)OCC(=O)NCc2ccco2)cc1OC	i	1.1	5%	.	.	.	-4%	.	-0.2	64	.
CCOC(=O)CNC(=O)C(Cc1ccccc1)NC(=O)OCc1ccccc1 (configuration not stated)	i	0.6	4%	21%	0.7%	16%	11%	1%	8.0	51	-1%
O=C(CO)N/N=C/c1cccc(Cl)c1Cl	i	0.5	8%	5%	3.4%	-7%	0%	3%	-1.0	56	-3%
COc1ccc(/C=C/C(=O)OCC(=O)NCCC2=CCCCC2)cc1	i	0.4	5%	-6%	-1.0%	-2%	0%	17%	-1.8	30	-1%
COC(=O)c1cc(OC)c(OC)cc1NC(=O)CCNC(=O)c1ccco1	i	1.0	5%	7%	-1.0%	3%	3%	2%	1.9	40	-12%
COc1ccc(N(CC(=O)NCCSc2ccccn2)S(C)(=O)=O)cc1Cl	i	0.7	2%	5%	3.4%	9%	2%	-1%	1.2	95	-4%
Cc1nn2c(=O)cc(COC(=O)c3ccc(S(=O)(=O)N4CCCCC4)cc3)nc2s1	i	0.9	-6%	10%	-4.3%	12%	0%	2%	0.2	39	-10%
Cc1ccc(-c2nc3ccccc3nc2-c2ccccc2)cc1	i	0.7	8%	-6%	-0.1%	-9%	10%	-2%	3.8	71	-4%
CC(C)CCn1c(N)c(S(=O)(=O)c2cccs2)c2nc3ccccc3nc21	i	8.4	-5%	0%	0.2%	6%	-2%	4%	24	46	-3%
Cc1cc(N/N=C/c2ccc(F)cc2)nc(NCc2ccccc2)n1	i	0.7	.	10%	0.1%	1%	23%	-5%	14	55	9%
CCN(Cc1ccccc1)C(=O)Cn1c(=O)n(CC(=O)N2CCCCC2)c(=O)c2sccc21	i	2.5	7%	0%	2.0%	-1%	3%	-1%	1.9	49	-10%
Cc1ccc2c(c1)C(c1ccccc1)N(C(=O)c1ccc(F)cc1)CC(=O)N2 (configuration not stated)	i	0.2	1%	19%	-1.1%	-6%	.	9%	0.5	86	-8%
S=C(NCCN1CCOCC1)Nc1ccc(Br)cc1	i	0.7	6%	-14%	-0.7%	4%	11%	-1%	3.8	48	1%
O=C(c1cccc(S(=O)(=O)NCc2ccccc2)c1)N1CCCC1	i	0.2	8%	-7%	-1.0%	-1%	2%	5%	0.1	53	-5%
FC(F)(F)c1cccc(-c2nnc(-c3ccccc3)c(N3CCOCC3)n2)c1	i	0.8	6%	8%	0.2%	13%	-2%	3%	1.7	69	2%
COc1ccc(S(=O)(=O)N(CC(=O)NCc2ccco2)c2ccc(F)cc2)cc1	i	1.8	10%	5%	1.4%	8%	3%	5%	1.5	54	-5%
CC(=O)Nc1ccc(S(=O)(=O)N2CCN(CC(O)COc3ccc4ccccc4c3)CC2)cc1 (configuration not stated)	i	17	8%	1%	-2.4%	5%	8%	2%	2.5	75	-5%
COCCN(C(=O)CSc1nnc(-c2ccc(Cl)cc2)o1)c1c(N)n(CC(C)C)c(=O)[nH]c1=O	i	0.9	4%	1%	1.1%	19%	-6%	6%	0.1	49	-5%
O=C(CN1C(=O)NC2(CCCC2)C1=O)Nc1ccc(Cl)c(C(F)(F)F)c1	i	0.7	10%	5%	0.3%	1%	-2%	2%	-0.2	26	-5%
COc1ccc2c(c1OC)C(=O)N(c1cccc(NC(C)=O)c1)C2	i	0.5	13%	-10%	-1.4%	10%	2%	5%	0.6	101	1%
CCCCn1c(N)c(N(CC(C)C)C(=O)c2cccc(OCc3ccccc3)c2)c(=O)[nH]c1=O	i	0.7	7%	.	.	.	-6%	.	0.6	50	.
COc1ccc(CN(C(=O)CN2C(=O)C(C)Oc3ccccc32)C2CCCC2)c(OC)c1 (configuration not stated)	i	12	3%	10%	-2.0%	1%	1%	-2%	0.5	80	-5%
O=C(O)CCN1C(=O)c2ccc(Oc3ccc4c(c3)C(=O)N(CCC(=O)O)C4=O)cc2C1=O	i	0.5	10%	-12%	-0.5%	-7%	-12%	-1%	2.0	75	-1%
CCNCC(=O)N1c2ccccc2CCc2ccc(NC(=O)OCC)cc21	i	1.3	7%	8%	1.6%	4%	6%	-1%	1.2	62	-3%
O=C(N/N=C/c1ccc(N2CCOCC2)cc1)C1CC1	i	0.6	11%	1%	0.2%	3%	1%	1%	-0.4	101	-4%
COC(=O)C1C(=O)C(C(=O)c2ccccc2)C(=O)CC1(C)C (configuration not stated)	i	0.5	2%	2%	1.7%	0%	-1%	1%	1.0	38	-6%
O=C(NCCc1ccncc1)Nc1ccc(F)cc1	i	0.7	-1%	2%	-0.5%	2%	-2%	3%	-1.4	78	0%
N#Cc1ccc(C(=O)Nc2cccc3ncccc23)c(F)c1	i	0.5	-13%	-1%	-1.2%	0%	6%	2%	0.4	54	0%
CCOC(=O)N1CCN(C(=O)C2c3cc(OC)c(OC)cc3C(=O)N3CCc4ccccc4C23)CC1 (configuration not stated)	i	0.6	4%	-4%	-1.3%	1%	4%	3%	-0.2	61	-4%
O=C(NCCN1CCOCC1)C(=O)NCC1OCCN1C(=O)c1ccc(Cl)cc1 (configuration not stated)	i	4.9	9%	-12%	0.3%	-1%	-5%	-3%	-0.2	49	-10%
Cc1ccc(-n2c(C)cc(C3N=C(N)Nc4nc5ccccc5n43)c2C)c(C)c1 (configuration not stated)	i	1.5	-1%	-5%	-1.4%	38%	16%	-2%	19	60	-12%
COCCCNc1nc2c(-c3ccc(Cl)cc3)nnn2c2ccccc12	i	1.1	7%	-6%	-0.2%	13%	8%	10%	3.7	88	-10%
COc1ccc(NC(=O)c2ccccc2NC(=O)COc2ccccc2)cc1	i	0.3	8%	-17%	-4.1%	8%	-1%	7%	-0.5	85	-3%
CCCCn1c(N)c(N(CCOC)C(=O)CSCc2ccc(C)cc2)c(=O)[nH]c1=O	i	0.8	4%	.	.	.	10%	.	2.1	53	.
CCC(C(=O)NCC1CCCO1)N(Cc1ccccc1)C(=O)CNS(=O)(=O)c1ccccc1 (configuration not stated)	i	1.0	-6%	5%	1.4%	12%	4%	5%	1.2	49	-10%
COc1ccccc1-c1nc(-c2ccccc2)nc(N2CCN(C)CC2)c1C#N	i	0.2	5%	6%	-0.6%	1%	-11%	0%	1.4	49	-6%
CN(C)CCNC(=O)/C(=N\O)c1ccccn1	i	0.5	7%	-1%	0.3%	-3%	4%	3%	-0.1	89	-1%
C=CCSc1nc2ccccc2n1C(=O)/C=C/c1ccc(OC)c(OC)c1	i	5.0	2%	-1%	0.0%	-4%	4%	-1%	.	.	-2%
COc1ccc(OC)c(N2C(=O)CC(Cc3ccc(Cl)cc3)C2=O)c1 (configuration not stated)	i	1.2	1%	3%	1.5%	7%	2%	3%	-2.8	87	1%
CCOc1ccc(NC(c2ccccn2)c2oc(CO)cc(=O)c2O)cc1 (configuration not stated)	i	0.9	0%	-2%	10%	23%	-1%	7%	2.3	64	-2%
COc1ccc(-n2c(SCC(=O)NCC3CCCO3)nc3c(c2=O)SC(C)C3)cc1 (configuration not stated)	?	.	2%	10%	0.0%	8%	-2%	0%	0.4	83	-8%
O=C(CCNC(=O)c1ccco1)Nc1ccc(N2CCOCC2)cc1	i	1.2	7%	-2%	0.9%	2%	-1%	-4%	0.3	55	-4%
CC(C)N(Cc1ccccc1)S(=O)(=O)c1ccc(Cl)nc1	i	0.7	-4%	.	.	.	-6%	.	0.9	63	.
C=CCn1c(CCc2cc(C(C)(C)C)c(O)c(C(C)(C)C)c2)n[nH]c1=S	i	1.2	-8%	-3%	3.2%	3µM*	4%	4%	7.2	58	6%
CCCCc1nc(C(N)=O)c2[nH]c(=O)n(-c3ccc(OC)c(OC)c3)c2n1	i	0.6	7%	-7%	-0.7%	-1%	6%	-1%	3.3	68	-5%
Cc1cccc(N(C(=O)c2snc(C(N)=O)c2N)C(C(=O)NCC2CCCO2)c2ccc3ncccc3c2)c1 (configuration not stated)	i	0.7	5%	6%	-0.9%	-9%	0%	-2%	0.7	55	-6%
O=C(Cc1ccc(Br)cc1)Nc1ccccc1Cl	i	0.7	8%	6%	-0.2%	4%	-4%	15%	-1.6	41	-5%
Fc1ccc(COc2ccccc2CNCc2ccncc2)cc1	i	0.3	7%	-10%	1.4%	16%	15%	-4%	-0.2	82	-12%
O=C(COC(=O)c1ccccc1OC(F)F)Nc1ccc2[nH]c(=O)[nH]c2c1	i	1.0	-6%	.	.	.	5%	.	-1.0	71	.
CN(C(=O)N1CCN(c2ccccn2)CC1)c1ccccc1	i	1.1	5%	9%	-0.3%	18%	-1%	-2%	2.3	62	0%
Cc1cccc(C(=O)NNC(=O)c2ccco2)c1O	i	3.8	6%	-1%	9.1%	-9%	-2%	0%	1.1	60	-13%
CC1CN(c2ncnc3c2cnn3-c2ccc(Cl)cc2)CC(C)O1 (configuration not stated)	i	1.3	8%	14%	9.1%	12%	-4%	2%	0.7	56	-1%
OCc1c[nH]c(=S)n1CCOc1cccc(C(F)(F)F)c1	i	1.2	9%	-6%	0.1%	-9%	16%	1%	2.7	32	-8%
CN(C)C1(CNC(=O)C2CCC(=O)N(CCc3ccc(Cl)cc3)C2)CCCCC1 (configuration not stated)	i	1.4	10%	-5%	-0.5%	8%	-1%	3%	0.0	53	-9%
